ER stress surv: ER stress cell death inhibition; CSM14.1 thapsigargin ER stress survival, ATP luminescence; relative survival (cellular ATP), % at 15 µg/mL (by protocol); 48,000 compounds, 0.33% hits;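 active means survival measured by cellular ATP above 50% at 15 µg/ml in the first screen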;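 further: cell death triggered by about 15 µM thapsigargin; ATP read 24 h after thapsigargin was added; plate controls were thapsigargin with DMSO for no effect and DMSO without thapsigargin for full effect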
* marks the source's active call; other numbers are inactive results.

SMILES | ER stress surv
COC(=O)C1=C(C)NC2=C(C(=O)c3ccccc32)C1c1ccc(-c2ccccc2[N+](=O)[O-])o1 (stereo unspecified) | 1.2
CC1(c2ccccc2)CC(C)(C)N(C(=O)CN2CCOCC2)c2ccccc21 (stereo unspecified) | 11.5
O=C(c1ccc(S(=O)(=O)c2ccccc2)cc1)N1CCOCC1 | 1.2
COc1cc(C2/C(=C(\O)c3ccc([N+](=O)[O-])cc3)C(=O)C(=O)N2CCCCCC(=O)O)ccc1O (stereo unspecified) | -0.1
O=C(NCc1ccncc1)c1cccc(Cl)c1 | 5.9

3 compounds out of the list, arranged by molecular weight, low to high:
SMILES | ER stress surv
O=C(NCc1ccncc1)c1cccc(Cl)c1 | 5.9
CC1(c2ccccc2)CC(C)(C)N(C(=O)CN2CCOCC2)c2ccccc21 (stereo unspecified) | 11.5
COc1cc(C2/C(=C(\O)c3ccc([N+](=O)[O-])cc3)C(=O)C(=O)N2CCCCCC(=O)O)ccc1O (stereo unspecified) | -0.1

Some of the compounds tested; rates above refer to the full screens.
